RGS7-Gao: regulators of human RGS7-Galphao interaction | P09471 | 0.35% of 220,000 active | binding response (% of control), % at 10 µM | Multiplexed bead flow cytometry, RGS7-Galphao binding; actives lie on both sides; in the data active = binding response below about 49% or above about 150%;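 note: fluorescent Galphao held in activated GDP-AlF4 state binding bead-coupled RGS7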
Target sequence (P09471 whole entry, looked up): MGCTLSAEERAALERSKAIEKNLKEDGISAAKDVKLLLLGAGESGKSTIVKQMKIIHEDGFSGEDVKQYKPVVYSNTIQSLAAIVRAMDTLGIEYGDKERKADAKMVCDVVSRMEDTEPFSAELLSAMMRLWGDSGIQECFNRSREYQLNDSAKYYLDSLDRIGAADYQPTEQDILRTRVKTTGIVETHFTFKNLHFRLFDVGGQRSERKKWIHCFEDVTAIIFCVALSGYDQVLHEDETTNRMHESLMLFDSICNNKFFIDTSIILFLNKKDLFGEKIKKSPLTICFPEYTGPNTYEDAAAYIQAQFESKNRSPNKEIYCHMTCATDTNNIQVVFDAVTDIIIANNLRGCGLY
ABCB1 block: inhibitors of human ABCB1 transporter, ABCG2 counter-screen; 0.067% of 190,000 active; P08183; CCRF-Adr cells, JC-1 efflux, flow cytometry; inhibition, % at 6.6 µM; in the data active = inhibition above about 40%;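 note: 0% = vehicle and 100% = reference inhibitor; higher value means more JC-1 retained so stronger ABCB1 efflux block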
Bcl-W Bim block: inhibitors of Bim-Bcl-W interaction, human. Q92843. bead-based flow cytometry, Bim peptide-Bcl-W binding. inhibition, % at 10 µM. 0.02% of 190,000 active;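 note: 0% = bound tracer without compound and 100% = peptide blocker; higher means less fluorescent Bim peptide bound to Bcl-W beads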
Avidin bead fluor: compound fluoresces at 488/530 nm on avidin beads. compound fluorescence 488/530 nm, flow cytometry; active compounds read high. fluorescence (KMESF) at 10 µM. 0.38% of 220,000 active. AID 1775; in the data active = fluorescence above about 47; note: inactives centre near 10
RGS4-Gao reg: human RGS4-Galphao interaction regulation | P09471 | Multiplexed bead flow cytometry, RGS4-Galphao binding; actives lie on both sides | binding response (% of control), % at 10 µM | 0.33% of 220,000 active; in the data active = binding response below about 49% or above about 150%; inactive = in between;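 note: fluorescent Galphao activated with aluminum fluoride binding bead-coupled RGS4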
GSH bead fluor: compound fluoresces at 488/530 nm on GSH beads. 0.25% of 190,000 active. GSH beads flow cytometry, compound fluorescence 488/530 nm; active compounds read high. fluorescence (KMESF) at 10 µM; in the data active = fluorescence above about 89;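 note: glutathione beads carrying GST-tagged Bcl family fusion proteins plus one bare bead set; values are compound well signal with DMSO vehicle wells as background; inactives centre near 16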
Bfl-1 Bim block: inhibitors of Bim-Bfl-1 interaction, human; Q16548; Bead-based flow cytometry, Bim-Bfl-1 binding inhibition; 0.12% of 190,000 active; inhibition, % at 10 µM;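 note: 0% = wells without compound plus tracer and 100% = blocker peptide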
Bim-Bcl-2: human Bim-Bcl-2 interaction inhibition | inhibition, % at 10 µM | Bead-based flow cytometry, Bim peptide-Bcl-2 binding | 0.06% of 190,000 active | P10415 | AID 950; in the data active = inhibition above about 40%;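 note: 0% = no compound wells with probe peptide and 100% = reference peptide inhibitor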
Target sequence (P10415 whole entry, looked up): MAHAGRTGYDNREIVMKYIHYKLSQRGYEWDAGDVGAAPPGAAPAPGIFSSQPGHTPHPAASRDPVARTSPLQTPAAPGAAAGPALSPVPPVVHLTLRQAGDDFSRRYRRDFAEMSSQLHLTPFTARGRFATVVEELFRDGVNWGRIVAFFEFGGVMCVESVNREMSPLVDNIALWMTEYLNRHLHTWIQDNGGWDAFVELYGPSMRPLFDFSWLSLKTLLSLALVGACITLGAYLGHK
ABCG2 block: human ABCG2 inhibition, ABCB1 as counter-screen | inhibition, % at 6.6 µM | AID 1325 | IgMXP3 cells, JC-1 efflux, flow cytometry | Q9UNQ0 | 0.1% of 190,000 active;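 active = inhibition above 80%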;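 note: 0% = DMSO and 100% = nicardipine control wells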
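material = IgMXP3 (ABCG2) plus far-red-tagged CCRF-Adr (ABCB1) cells | amount = 3 million cells/mL, equal mix of both lines | also added = JC-1 transporter substrate | dosing = one concentration, 6.6 µM final | schedule = 10 min at 25 °C | measured by = flow cytometric JC-1 green MFI at 530 nm | read-out basis = percent efflux inhibition, scaled nicardipine 100% to DMSO 0%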
Bcl-XL Bim block: inhibitors of Bim-Bcl-XL interaction, human | AID 1007 | inhibition, % at 10 µM | Bim peptide-Bcl-XL binding, bead flow cytometry, fluorescence | Q07817 | 0.04% of 190,000 active
Target sequence (Q07817 whole entry, looked up): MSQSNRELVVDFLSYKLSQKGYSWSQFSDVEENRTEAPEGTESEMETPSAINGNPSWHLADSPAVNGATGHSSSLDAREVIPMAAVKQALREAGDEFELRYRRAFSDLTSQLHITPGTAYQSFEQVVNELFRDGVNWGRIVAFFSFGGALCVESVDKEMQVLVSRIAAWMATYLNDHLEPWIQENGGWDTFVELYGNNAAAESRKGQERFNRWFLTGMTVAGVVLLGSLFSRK
Bim-Bcl-B: human Bim-Bcl-B interaction inhibition; Q9HD36; bead-based flow cytometry, Bim peptide-Bcl-B binding; inhibition, % at 10 µM; 0.073% of 190,000 active;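 note: 0% = tracer peptide without compound and 100% = reference inhibitor peptide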
Target sequence (Q9HD36 whole entry, looked up): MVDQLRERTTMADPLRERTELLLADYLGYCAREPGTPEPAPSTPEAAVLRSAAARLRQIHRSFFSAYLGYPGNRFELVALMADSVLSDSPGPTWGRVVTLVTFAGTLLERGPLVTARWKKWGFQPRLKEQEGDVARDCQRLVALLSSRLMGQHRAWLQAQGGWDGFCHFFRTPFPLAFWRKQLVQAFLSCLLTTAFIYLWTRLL
Numbers without * were called inactive. Cut-off read from the data, not from the text of the source, unless noted: active = inhibition above about 40%.

SMILES | RGS7-Gao | ABCB1 block | Bcl-W Bim block | Avidin bead fluor | RGS4-Gao reg | GSH bead fluor | Bfl-1 Bim block | Bim-Bcl-2 | ABCG2 block | Bcl-XL Bim block | Bim-Bcl-B
O=C(COc1cccc(NC(=O)c2ccco2)c1)c1ccc(F)cc1 | 103 | 1.0 | -1 | 15 | 100 | 23 | -13 | -7 | 5 | -7 | -10
Cc1ccc2c(c1)C(c1ccc(N3CCOCC3)cc1)=NNC(c1cccs1)=N2 | 100 | 1.7 | 0 | 19 | 97 | 10 | -1 | -1 | 9 | 0 | 0
O=C(Nc1nnc(C2CC2)s1)c1cccc(S(=O)(=O)N2CCc3ccccc32)c1 | 104 | 0.3 | 3 | 6 | 104 | 19 | -4 | 2 | 1 | -2 | -6
CC(C)Oc1cccc(C(=O)NC(=S)Nc2ccc3c4c(cccc24)CC3)c1 | 103 | -0.2 | -5 | 40 | 101 | 13 | 0 | -5 | 0 | -4 | -1
NC(=O)C1(N2CCCCC2)CCN(Cc2ccccc2Cl)CC1 | 100 | 1.0 | 1 | 24 | 102 | 28 | -13 | -1 | 12 | -3 | -6
O=C(O)c1cc(S(=O)(=O)N2CCCCC2)sc1Cl | 103 | 0.2 | -2 | 5 | 100 | 9 | -4 | -5 | 1 | -9 | -8
OC(CN1C2=NCCCN2c2ccccc21)c1ccc(Cl)cc1 (stereo unspecified) | 104 | 1.0 | -6 | 25 | 102 | 14 | -12 | -10 | 7 | -8 | -11
COc1ccc(OC)c(S(=O)(=O)NC2CCN(Cc3ccccc3)CC2)c1 | 101 | 0.8 | 1 | 13 | 102 | 16 | 0 | 3 | 3 | 1 | 0
Cc1cccc(OCCN2C(=O)c3ccccc3C2=O)c1 | 97 | 0.6 | -4 | 9 | 101 | 14 | 1 | 0 | 16 | -3 | -4
Cc1cccc(NC(=O)N(Cc2nc3ccccc3c(=O)[nH]2)C2CCCC2)c1 | 94 | 1.1 | 0 | 7 | 96 | 15 | 1 | -2 | 6 | 0 | 0
CC(=O)NC(CCS(C)(=O)=O)C(=O)Nc1ccccc1C (stereo unspecified) | 100 | 0.6 | 0 | 12 | 101 | 27 | -15 | -9 | 3 | -10 | -9
COc1ccc(Nc2ncccc2C(=O)Nc2ccccc2)cc1 | 85 | 0.7 | 2 | 32 | 87 | 15 | -1 | 0 | 7 | -1 | 1
CC1CC/C(=C\c2ccc3c(c2)OCO3)C(=O)/C1=C/c1ccc2c(c1)OCO2 (stereo unspecified) | 97 | -0.1 | -2 | 8 | 98 | 27 | -7 | 0 | 0 | -4 | -3
CCCCOc1nc2ccccc2nc1C(C#N)S(=O)(=O)c1ccccc1 (stereo unspecified) | 100 | 0.1 | -5 | 7 | 104 | 26 | -4 | -1 | 0 | -3 | 0
COc1cc(O)cc(O)c1C(=O)/C=C/c1ccccc1 | 95 | -0.8 | -3 | 6 | 97 | 20 | 0 | -2 | 3 | -6 | 0
OC(CNCCCCNCC(O)C(F)(F)F)C(F)(F)F (stereo unspecified) | 102 | 0.3 | -1 | 7 | 98 | 12 | -6 | -4 | 0 | -1 | -1
O=C1C2CCCN2C(c2ccccc2F)N1c1ccc(Cl)cc1 (stereo unspecified) | 100 | 0.5 | 2 | 10 | 102 | 13 | -9 | -10 | 1 | -3 | -9
O=C(NCCCNCc1ccccc1)c1ccncc1 | 106 | 0.0 | 2 | 16 | 103 | 25 | -11 | -2 | 0 | -2 | -4
O=C(N/N=C/c1ccc(F)cc1)c1c(O)c2ccccc2[nH]c1=O | 102 | -0.9 | -4 | 12 | 105 | 11 | -7 | -5 | -2 | -7 | -8
O=S(=O)(N/N=C/c1ccc2c(c1)OCCO2)c1ccc(Cl)cc1 | 101 | 0.6 | 0 | 19 | 106 | 11 | 0 | 0 | 1 | 2 | 1
COc1ccc(CCNC(=O)C2(C)CCC(=O)N2CCC(C)C)cc1OC (stereo unspecified) | 101 | 0.5 | -3 | 23 | 102 | 14 | -10 | -7 | 3 | -8 | -11
COCCn1c(=NC(=O)c2sc3ccccc3c2Cl)sc2cc(S(N)(=O)=O)ccc21 | 100 | -0.7 | 0 | 4 | 102 | 4 | 2 | 2 | -2 | 0 | -11
Cc1onc(NC(=O)c2ccc(Cl)cc2Cl)c1Br | 104 | 0.1 | 0 | 10 | 101 | 17 | -3 | -1 | 2 | -2 | -5
Cc1cc(C)nc(SCc2ccc([N+](=O)[O-])cc2)n1 | 104 | 0.8 | -1 | 12 | 102 | 26 | -7 | -3 | 4 | -1 | -13
CN(CC(=O)Nn1cnnc1)S(=O)(=O)c1ccccc1 | 104 | 0.1 | 0 | 8 | 103 | 12 | -9 | -4 | 0 | -2 | -9

3 entries from above, arranged by the value under Bim-Bcl-2, smallest number first:
| Structure | RGS7-Gao | Bcl-W Bim block | Avidin bead fluor | RGS4-Gao reg | GSH bead fluor | Bfl-1 Bim block | Bim-Bcl-2 | Bcl-XL Bim block | Bim-Bcl-B |
| --- | --- | --- | --- | --- | --- | --- | --- | --- | --- |
| Cc1cc(C)nc(SCc2ccc([N+](=O)[O-])cc2)n1 | 104 | -1 | 12 | 102 | 26 | -7 | -3 | -1 | -13 |
| COc1ccc(Nc2ncccc2C(=O)Nc2ccccc2)cc1 | 85 | 2 | 32 | 87 | 15 | -1 | 0 | -1 | 1 |
| COCCn1c(=NC(=O)c2sc3ccccc3c2Cl)sc2cc(S(N)(=O)=O)ccc21 | 100 | 0 | 4 | 102 | 4 | 2 | 2 | 0 | -11 |

3 compounds from above, showing only GSH bead fluor.
| structure | GSH bead fluor |
| --- | --- |
| CC1CC/C(=C\c2ccc3c(c2)OCO3)C(=O)/C1=C/c1ccc2c(c1)OCO2 (stereo unspecified) | 27 |
| CCCCOc1nc2ccccc2nc1C(C#N)S(=O)(=O)c1ccccc1 (stereo unspecified) | 26 |
| COc1cc(O)cc(O)c1C(=O)/C=C/c1ccccc1 | 20 |

Continued:
SMILES | RGS7-Gao | ABCB1 block | Bcl-W Bim block | Avidin bead fluor | RGS4-Gao reg | GSH bead fluor | Bfl-1 Bim block | Bim-Bcl-2 | ABCG2 block | Bcl-XL Bim block | Bim-Bcl-B
O=C(Nc1ccc2c(c1)OCCO2)c1ccc(Br)s1 | 108 | -0.7 | -2 | 16 | 107 | 9 | -17 | -12 | 2 | -2 | -5
COc1ccc(-c2cc(CCCC(=O)N3CCN(c4ccc(OC)cc4)CC3)no2)cc1 | 100 | 0.6 | 2 | 7 | 102 | 19 | -7 | -6 | 5 | -2 | -3
Cc1ccccc1C1CCCN(Cc2nc(CC3CC3)no2)C1 (stereo unspecified) | 93 | 0.3 | -1 | 13 | 97 | 11 | -7 | -5 | -2 | -2 | -2
c1ccc(CSc2ccc(-c3cccnc3)nn2)nc1 | 91 | 0.5 | -4 | 29 | 93 | 22 | -7 | 0 | 4 | -4 | 7
CC(C)C(C(=O)OCC(=O)c1ccccc1)N1C(=O)C2C3C=CC(C3)C2C1=O (stereo unspecified) | 88 | 0.4 | -1 | 9 | 92 | 13 | -4 | 0 | 4 | -1 | -3
Cc1c(Br)cc(C(=O)NCc2ccco2)c(C)c1C | 92 | 0.8 | 0 | 17 | 93 | 7 | -2 | -2 | 2 | 0 | 0
Nc1c(C(=O)Nc2ccccc2)sc2nc3c(c(-c4ccco4)c12)CCCC3 | 105 | -0.3 | -6 | 31 | 102 | 17 | -1 | -8 | -2 | -6 | -7
CCOc1cc(NC(=S)NCC2CCCO2)c(OCC)cc1NC(=O)C1CC1 (stereo unspecified) | 104 | 0.9 | -1 | 8 | 106 | 17 | -1 | 0 | 7 | -2 | -1
CCCc1nnc2c(N(C)S(=O)(=O)c3ccccc3)nc3ccccc3n12 | 106 | 0.9 | -5 | 15 | 101 | 16 | -14 | -6 | 4 | -8 | -11
NC(=O)c1cc2cc(Cc3ccccc3Cl)ccc2oc1=O | 104 | 0.4 | 0 | 12 | 101 | 18 | -3 | 0 | 2 | 1 | 0
Cc1cccc(NC(=O)CSc2nnc(-c3ccco3)c(-c3ccco3)n2)c1C | 86 | -0.9 | 3 | 25 | 85 | 11 | 12 | 6 | -3 | 3 | 0
Cc1cc(=O)[nH]c(-c2cccnc2)n1 | 97 | 0.1 | 1 | 10 | 108 | 14 | -4 | -3 | 0 | -1 | -4
C=CCOC(=O)C1=C(C)NC(SCC(=O)OCC)=C(C#N)C1c1ccc(C)cc1 (stereo unspecified) | 103 | 0.8 | -4 | 12 | 103 | 15 | -2 | -6 | 4 | -3 | -4
Cc1ccc2cc(CN(Cc3ccco3)C(=O)c3ccccc3)c(=O)[nH]c2c1C | 109 | 0.8 | 0 | 9 | 107 | 29 | -9 | -3 | 3 | 2 | -5
CCCOc1ccc(N2C(=O)CC(N(Cc3ccco3)C(C)=O)C2=O)cc1 (stereo unspecified) | 113 | 0.3 | -2 | 8 | 105 | 20 | -15 | -3 | 2 | -4 | -5
COc1ccc(N(Cc2cc3ccc(C)cc3[nH]c2=O)C(=O)c2ccco2)cc1 | 97 | 1.0 | -2 | 8 | 98 | 20 | 1 | 3 | 3 | 0 | 0
CCOC(=O)c1cccc(NC(=O)C2CCCN(S(=O)(=O)c3c(C)nn(C)c3C)C2)c1 (stereo unspecified) | 105 | 0.3 | 2 | 7 | 104 | 26 | -8 | -6 | 3 | -3 | -4
CCC(=O)Nc1nnc(SCc2ccccc2F)s1 | 100 | -0.5 | 2 | 12 | 101 | 10 | -3 | -3 | 1 | 0 | 0
O=C(O)CCc1ccc(-c2ccccc2)n1Cc1ccco1 | 97 | 0.3 | 0 | 7 | 90 | 7 | 0 | -1 | 1 | -2 | -2
CN(CCc1ccccn1)C(=O)c1ccc(OC(F)(F)F)cc1 | 100 | -0.2 | 2 | 26 | 96 | 16 | -2 | 1 | 0 | 0 | -1
CCOC(=O)CC(NCc1ccc(OC)c(OCC)c1)c1ccc(C)cc1 (stereo unspecified) | 93 | 4.6 | -2 | 6 | 98 | 12 | -4 | -5 | 2 | -2 | -4
Cc1ccc(S(=O)(=O)c2nc(-c3ccco3)oc2NCC2CCCO2)cc1 (stereo unspecified) | 104 | 0.3 | 1 | 4 | 105 | 9 | 0 | 4 | 1 | 2 | 1
Cc1cc(Cl)ccc1OCCCC(=O)NC1CCN(C)CC1 | 105 | 0.2 | 0 | 7 | 106 | 38 | -12 | -8 | 1 | -5 | -7
CCCCOc1ccc(CSCCNC(=S)Nc2ccccc2)cc1 | 99 | 0.4 | -14 | 10 | 100 | 11 | -4 | -9 | 16 | -10 | -7
c1ccc(COc2ccc(CNn3cnnc3)cc2)cc1 | 99 | 1.4 | 0 | 10 | 103 | 25 | -14 | -11 | 4 | 1 | -6
COc1ccc(C(C)N2CC34C=CC(O3)C(C(=O)O)C4C2=O)cc1 (stereo unspecified) | 101 | 1.9 | -1 | 15 | 102 | 30 | -9 | -6 | 9 | -4 | -8
CC(C)NS(=O)(=O)c1ccc(NC(=O)C2CCCCC2)cc1 | 99 | 1.0 | 0 | 16 | 105 | 7 | -1 | 2 | 5 | -1 | 2
COc1cccc(OCC(O)CN2CCC(CN3C(=O)c4cccc5cccc(c45)C3=O)CC2)c1 (stereo unspecified) | 100 | 13 | -2 | 6 | 103 | 15 | -4 | 0 | -4 | -2 | -4

Compound activity: PubChem, NMMLSC
